p53null 32C kill = kills p53 null cells at the permissive temperature. 55,000 compounds, 0.62% hits. H1299-neo p53 null cells, ATP luminescence, 24 h, 32C. Potency, µM (top dose mostly 46.1 µM), for the others: top-dose activity change, negative = cytotoxicity, hits mostly cytotoxic. AID 903;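 note: potency is the fitted concentration of half-maximal effect; 0% = DMSO only and -100% = full killing by 100 µM tamoxifen; nearly all actives have a fitted effect of over 55% in size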
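H1299-neo (p53 null) cells, 600/well, treated 24 h at 32C with compound up to 46 uM; ATPlite luminescence viability, normalized to DMSO and 100 uM tamoxifen; AC50 by Hill fit.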
B2AR arrestin ag = beta-arrestin recruitment by human beta2-adrenergic receptor ligands; P07550; Potency, µM (doses to about 46.1 µM), without a hit: at the top dose activation, most hits filed as activators; HTLA Tango cells, beta-arrestin recruitment, luciferase luminescence, 18 h; 44,000 tested, under 10 active;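 note: potency is the fitted concentration of half-maximal effect; 0% = DMSO and full agonism = EC100 isoproterenol or metaproterenol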
Target sequence (P07550 whole entry, looked up): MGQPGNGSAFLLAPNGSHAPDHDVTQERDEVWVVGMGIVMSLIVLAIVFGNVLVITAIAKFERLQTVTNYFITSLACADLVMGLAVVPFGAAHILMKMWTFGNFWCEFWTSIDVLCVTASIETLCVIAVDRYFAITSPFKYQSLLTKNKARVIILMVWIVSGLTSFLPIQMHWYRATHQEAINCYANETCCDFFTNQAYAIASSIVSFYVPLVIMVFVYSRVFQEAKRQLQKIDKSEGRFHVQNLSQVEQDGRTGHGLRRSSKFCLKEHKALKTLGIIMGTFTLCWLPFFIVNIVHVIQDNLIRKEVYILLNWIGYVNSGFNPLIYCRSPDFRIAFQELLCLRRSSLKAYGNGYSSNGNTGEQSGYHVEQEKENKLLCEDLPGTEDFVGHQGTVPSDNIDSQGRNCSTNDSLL
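Ligand-induced beta-arrestin recruitment to recombinant beta2-AR is measured via a tTA-driven luciferase reporter in Tango cells after 18 hr compound exposure at 37 degrees C. Concentrations span up to 46 microM.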
FH mod = Identification of activators of human fumarate hydratase by quantitative high-throughput screening. 54,000 compounds, 0.22% hits. AID 1347055, 2019. Potency, µM (top dose mostly 79.9 µM), for inactives: at the highest dose activity change, negative = inhibition, usual class: inhibitors. FH coupled MDH/diaphorase resazurin fluorescence, 15 min; note: potency is the fitted concentration of half-maximal effect; % is set by controls: 0 for no effect and ±100 for the full control effect; the screen sought activators but most active calls are inhibition curves; nearly all actives have a fitted effect of over 45% in size
p53null 39C tox = p53 null cell cytotoxicity, nonpermissive temperature; Potency, µM (top dose mostly 46.1 µM), inactives show top-dose activity, negative = cell killing, hits mostly cytotoxic; 55,000 compounds, 0.97% hits; H1299 p53-null (neo) cells, 39C, ATPlite viability, 24 h; AID 904;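 note: potency is the fitted concentration of half-maximal effect; 0% = DMSO only and -100% = full killing by 100 µM tamoxifen; nearly all actives have a fitted effect of over 50% in size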
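Luminescent ATP signal reported cell survival after H1299 lines (neo, p53 null; or p53 A138V) received up to 46 uM compound and 24 hr incubation at 39C.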
GALK inhibitor = inhibitors of human galactokinase (GALK) | P51570 | recombinant GALK, Kinase-Glo ATP luminescence, 1 h | Potency, µM (series often up to 57.5 µM), without a hit: at the highest dose activity, negative = inhibition, hits mostly inhibitors | 44,000 tested, under 10 active | AID 1347072;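 note: plate controls were full GALK reaction for no effect and reaction lacking GALK for full effect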
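5 nM GALK; 35 uM ATP; 100 uM D-galactose; 20 mM HEPES pH 8.0, 5 mM MgCl2, 60 mM NaCl, 1 mM DTT, 0.01% BSA; 1 h RT; Kinase-Glo Plus luminescence.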
TSG101-PTAP inh = blocks PTAP binding to human TSG101, validation; Q99816; 44,000 tested, under 10 active; AID 1347069; Potency, µM (doses to about 115 µM), for the others: top-dose activity change, negative = inhibition, actives largely listed as inhibitors; Fluorescence polarization, FITC-PTAP peptide/Tsg101, 20 min; note: potency is the fitted concentration of half-maximal effect; 0% is about no effect
Target sequence (Q99816 whole entry, looked up): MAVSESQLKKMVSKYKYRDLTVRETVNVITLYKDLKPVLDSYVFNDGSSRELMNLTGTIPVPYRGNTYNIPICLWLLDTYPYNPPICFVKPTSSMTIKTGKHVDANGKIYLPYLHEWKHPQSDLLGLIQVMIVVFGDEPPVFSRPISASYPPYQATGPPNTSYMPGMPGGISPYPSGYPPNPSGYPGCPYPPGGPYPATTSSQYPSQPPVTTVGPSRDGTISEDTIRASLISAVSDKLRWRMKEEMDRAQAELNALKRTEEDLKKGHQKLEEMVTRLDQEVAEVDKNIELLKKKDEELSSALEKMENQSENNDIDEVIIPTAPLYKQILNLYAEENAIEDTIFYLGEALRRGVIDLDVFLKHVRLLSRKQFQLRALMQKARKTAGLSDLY
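qHTS FP binding, 20 min r.t.: 10 uM Tsg101 domain + 50 nM FITC-PTAP peptide, pH 7.5 HEPES buffer with TCEP and EDTA.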
NTMT1 inh = inhibitors of human N-terminal methyltransferase NTMT1 | Potency, µM (highest dose often 114 µM), for the others: at the highest dose activity change, negative = inhibition, usual class: inhibitors | 59,000 compounds, 2.5% hits | NTMT1 MTase-Glo SAH luminescence, purified enzyme | Q9BV86;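 note: potency is the fitted concentration of half-maximal effect; plate controls were DMSO vehicle for no effect and no enzyme for full effect; nearly all actives have a fitted effect of over 65% in size; many of its hits are not listed in these tables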
Target sequence (Q9BV86 whole entry, looked up): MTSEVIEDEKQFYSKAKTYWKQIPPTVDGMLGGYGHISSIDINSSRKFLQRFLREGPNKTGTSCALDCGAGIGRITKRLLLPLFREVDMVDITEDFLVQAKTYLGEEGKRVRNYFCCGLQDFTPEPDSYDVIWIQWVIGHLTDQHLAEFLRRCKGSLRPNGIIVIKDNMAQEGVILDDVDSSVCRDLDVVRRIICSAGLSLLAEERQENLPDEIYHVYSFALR
Active calls of the source: *; ? = inconclusive; · = not tested or not shown; [ ] = remark or other dose. Calls come from the whole dose curve; as a rule, active = well fitted curve in the direction sought with a large enough effect; inconclusive = small, poorly fitted or top-dose-only effect, or another doubt; inactive = no such curve, though single readings can be large; an effect the other way counts as inactive or inconclusive. Not all compounds are listed; the hit share may differ from the screen's.

smiles	p53null 32C kill	B2AR arrestin ag	FH mod	p53null 39C tox	GALK inhibitor	TSG101-PTAP inh	NTMT1 inh
COC(=O)c1ccc(Cn2c(SCc3ccc(F)cc3)nc3ccncc32)cc1	-16.0%	-0.3%	-5.7%	?	10.7%	-3.6%	10.6%
CC1=C(C(=O)Nc2ccccc2)C(c2ccc(O)cc2)n2nc(SCc3ccccc3)nc2N1 (stereo not drawn)	0.2%	0.1%	-14.1%	6.0%	5.3%	2.8%	-17.4%
Cc1cccc(-c2nc(CSc3nncn4c3cc3sccc34)c(C)o2)c1	-3.2%	0.3%	-4.9%	-22.6%	1.0%	0.7%	-22.4%
N#Cc1ccccc1Cn1c(=O)n(CCCC(=O)NCc2ccccc2Cl)c(=O)c2ccccc21	-4.3%	-1.4%	3.4%	-9.5%	0.4%	-5.6%	-4.7%
Cc1ccc(SCc2nc(-c3ccc(C(=O)NCCc4ccc(Cl)cc4)cc3)oc2C)cc1	1.5%	-0.6%	?	3.4%	-3.8%	-2.2%	12.1%
CCc1ccccc1NC(=O)N1CCN(c2cc(-c3noc(C)n3)ccc2C)CC1	-2.9%	-0.8%	-3.5%	12.8%	2.4%	-0.3%	-1.5%
COc1ccc(NC(=O)CCCc2nc(-c3ccco3)no2)c(OC)c1	-3.2%	-3.6%	-11.6%	-3.8%	3.8%	0.5%	6.1%
Cc1ccc(NC(=O)CCn2cnc3onc(-c4ccc(F)cc4)c3c2=O)c(Br)c1	1.9%	-0.2%	-6.6%	5.1%	2.0%	0.3%	8.2%
COC(=O)c1cc2sc(Cl)cc2n1Cc1nc(-c2ccccc2C)oc1C	-3.5%	0.5%	2.6%	-1.8%	-2.7%	1.0%	-17.5%
COc1cccc(-c2nc(CS(=O)(=O)CC(=O)Nc3c(C)cc(C)cc3C)c(C)o2)c1	-4.3%	0.4%	8.1%	?	0.5%	-3.9%	6.5%

Next section.
smiles	p53null 32C kill	B2AR arrestin ag	FH mod	p53null 39C tox	GALK inhibitor	TSG101-PTAP inh	NTMT1 inh
CC(C)CCNC(=O)c1ccc2c(c1)N(Cc1ccccc1F)C(=O)c1ccccc1S2(=O)=O	0.0%	0.7%	-20.4%	-1.4%	1.1%	-8.1%	4.2%
Cc1cccc(-c2nnc(SCc3cc(=O)c4cccc(Cl)c4[nH]3)n2C)c1	-3.4%	2.1%	-7.6%	-27.7%	2.9%	-1.5%	-18.7%
COc1ccccc1NC(=O)Cn1c(=O)n(-c2ccc(C)cc2)c(=O)c2c1cnn2C	-2.4%	1.0%	-2.8%	-21.3%	-2.2%	-2.6%	-28.5%
Cc1cccc(Cn2cccc2CNS(=O)(=O)c2ccc(C)c(C)c2)c1	44.6%[activator]	-1.2%	?	?	-2.0%	-1.1%	-7.4%
CCc1ccc(NC(=O)CSc2nc(=O)n(Cc3cccnc3)c3c2CCC3)cc1	-3.0%	-2.9%	-9.4%	8.8%	0.7%	-4.6%	-0.6%
COc1ccccc1NC(=O)c1ncn(-c2ccccc2)n1	?	0.4%	-0.6%	?	1.3%	-0.2%	2.5%
COc1ccc2c(Sc3ccc(C)cc3)c(C(=O)NC(C)C)[nH]c2c1	-6.8%	-2.3%	?	7.5%	?	-0.9%	5.3%
Cc1cc(C)c(Cn2c(C3CC(=O)N(c4ccc(F)cc4)C3)nc3ccccc32)c(C)c1 (stereo not drawn)	23.0%	-2.6%	-27.4%	43.3%[activator]	-2.6%	-4.7%	16.3%
CCOc1ccc(-c2cn(-c3ccc(C)cc3)c(SCC(=O)Nc3ccc(C)cc3)n2)cc1	1.4%	-2.8%	-13.2%	-1.0%	-0.8%	-11.7%	-0.9%
COc1ccc(N2CCN(S(=O)(=O)c3cc(Br)cc4c3N(C(=O)C3CC3)CC4)CC2)cc1	4.4%	1.1%	-5.9%	5.6%	-1.5%	-3.0%	7.2%

(cont.)
mol	p53null 32C kill	B2AR arrestin ag	FH mod	p53null 39C tox	GALK inhibitor	TSG101-PTAP inh	NTMT1 inh
COc1ccc(CCNC(=O)c2cc(=O)c3cc(C)cc(C)c3o2)cc1OC	-5.3%	0.8%	?	-21.8%	3.2%	-0.8%	4.3%
Cc1ccccc1-c1noc(-c2cc3ccccc3oc2=O)n1	-23.9%	-0.3%	2.2%	-21.8%	3.3%	2.4%	-7.5%
CC1CCN(S(=O)(=O)c2ccc3c(c2)N(CC(=O)NC(C)(C)C)C(=O)CS3)CC1	3.7%	0.4%	1.3%	-3.4%	0.6%	-5.2%	15.0%
CCCOC(=O)c1ccc(Cn2nnc3sc4c(c3c2=O)CCC(C)C4)cc1 (stereo not drawn)	-4.4%	-1.3%	-14.6%	-24.1%	-0.4%	14.3%	5.3%
Cc1c(C(=O)NCc2ccccc2Br)oc2c1-c1[nH]ncc1CC2	-1.2%	-3.7%	-21.5%	-7.5%	-9.4%	-2.1%	-1.6%
Cc1ccc(-n2nnc(-c3nc(-c4cccs4)no3)c2N)cc1C	-1.6%	-0.2%	-4.1%	?	-0.8%	-3.4%	10.6%
Cc1cn2c(=O)cc(COC(=O)c3ccccc3F)nc2s1	5.5%	-0.1%	4.4%	-15.5%	1.2%	-6.0%	3.4%
Cc1ccc(NC(=O)CSc2nc3ccc(Br)cc3[nH]2)c(C)c1	7.6%	-2.0%	-11.4%	4.3%	-0.2%	-2.8%	-28.6%

(more compounds)
mol	p53null 32C kill	B2AR arrestin ag	FH mod	p53null 39C tox	GALK inhibitor	TSG101-PTAP inh	NTMT1 inh
CCCc1cc(=O)[nH]c(SCc2nc(-c3ccccc3)no2)n1	-4.1%	-0.6%	-29.0%	-3.8%	1.8%	-1.2%	4.8%
Cc1nc(N2CCOCC2)c2c(C(=O)N3CCN(c4ccc(Cl)cc4)CC3)c(C)oc2n1	6.9%	0.0%	-6.9%	9.8%	1.7%	-4.9%	-11.3%
CCNC(=O)c1cnc2sc(N3CCC(C)CC3)nn2c1=O	0.0%	-0.1%	·	13.6%	-2.5%	1.0%	·
CC(=O)N1c2ccc(S(=O)(=O)NCc3ccc(Cl)cc3)cc2CC1C (stereo not drawn)	11.4%	4.0%	-1.2%	12.4%	0.0%	-1.2%	?
CCOc1ccc(N(CC)S(=O)(=O)N2CCCC(C(=O)Nc3ccc(OC)c(Cl)c3)C2)cc1 (stereo not drawn)	10.2%	1.8%	-26.7%	8.7%	1.2%	-1.1%	?
CCC(C(=O)Nc1ccc(C(=O)OC)cc1)n1c(=O)c(-c2ccccc2NC(C)=O)nc2ccccc21 (stereo not drawn)	-6.4%	-2.3%	-24.2%	2.8%	-10.7%	-1.7%	-0.2%
Cc1ccc(COc2ccc3oc(-c4ccccc4)c(C(=O)O)c3c2)cc1	15.6%	0.8%	-18.3%	-10.5%	3.4%	0.4%	3.9%
CCOc1ccc(-c2cc3nc(C4CCN(C(=O)OC(C)(C)C)CC4)c(C(=O)Nc4c(C)cccc4C)cn3n2)cc1	-3.4%	-0.9%	-14.2%	?	7.9%	0.0%	-11.9%

New compounds follow.
mol	p53null 32C kill	B2AR arrestin ag	FH mod	p53null 39C tox	GALK inhibitor	TSG101-PTAP inh	NTMT1 inh
O=C(c1cccc(Cl)c1)N1c2ncnn2C2(CCCCC2)[C@@H]2CCCC[C@@H]21	1.4%	-4.3%	?	16.8%	2.2%	2.1%	3.9%
CCc1ccc(CNC(=O)CSc2cc(=O)n(CC)c3ccccc23)cc1	-1.7%	-1.6%	0.5%	-19.9%	9.4%	-2.4%	1.2%
O=C1N(Cc2ccccc2Cl)c2ccccc2C1(O)c1c[nH]c2ccccc12 (stereo not drawn)	10.3%	-1.4%	?	?	-2.2%	-4.6%	0.0%
Cc1ccc(/C=C/c2nc3ccccc3n2S(=O)(=O)c2cccc(Cl)c2)cc1	3.16µM*	-1.3%	-11.7%	3.16µM*	8.5%	-2.2%	?
CCOc1ccc(NC(=O)CC2C(=O)N(c3cccc(OC)c3)C(=O)N2C2CCCCC2)cc1 (stereo not drawn)	7.4%	-1.7%	-21.2%	-10.9%	0.8%	1.3%	9.3%
Cn1c(=O)c2c(nc(Oc3ccccc3Cl)n2Cc2ccc(C#N)cc2)n(C)c1=O	3.6%	0.9%	3.2%	1.4%	-0.7%	-5.1%	-4.2%
CC1=C(C(=O)Nc2ccc(C)cc2C)C(c2ccc(C(C)C)cc2)n2nc(C(F)(F)F)nc2N1 (stereo not drawn)	0.5%	0.2%	3.1%	-3.6%	-1.8%	-0.3%	6.4%
Cc1cccc(Cn2c(=O)n(-c3ccc(Cl)c(Cl)c3)c(=O)c3c(C)c(C)sc32)c1	4.7%	0.0%	4.2%	-2.4%	4.5%	-3.0%	-1.0%

Sorted by molar mass (rising): some entries from above.
mol	p53null 32C kill	B2AR arrestin ag	FH mod	p53null 39C tox	GALK inhibitor	TSG101-PTAP inh	NTMT1 inh
CCc1ccc(CNC(=O)CSc2cc(=O)n(CC)c3ccccc23)cc1	-1.7%	-1.6%	0.5%	-19.9%	9.4%	-2.4%	1.2%
O=C1N(Cc2ccccc2Cl)c2ccccc2C1(O)c1c[nH]c2ccccc12 (stereo not drawn)	10.3%	-1.4%	?	?	-2.2%	-4.6%	0.0%
Cn1c(=O)c2c(nc(Oc3ccccc3Cl)n2Cc2ccc(C#N)cc2)n(C)c1=O	3.6%	0.9%	3.2%	1.4%	-0.7%	-5.1%	-4.2%
Cc1cccc(Cn2c(=O)n(-c3ccc(Cl)c(Cl)c3)c(=O)c3c(C)c(C)sc32)c1	4.7%	0.0%	4.2%	-2.4%	4.5%	-3.0%	-1.0%
CC1=C(C(=O)Nc2ccc(C)cc2C)C(c2ccc(C(C)C)cc2)n2nc(C(F)(F)F)nc2N1 (stereo not drawn)	0.5%	0.2%	3.1%	-3.6%	-1.8%	-0.3%	6.4%

Additional records follow.
mol	p53null 32C kill	B2AR arrestin ag	FH mod	p53null 39C tox	GALK inhibitor	TSG101-PTAP inh	NTMT1 inh
COc1ccc(C(=O)Nc2cccc(-c3nc4cccnc4s3)c2C)c(OC)c1	-12.2%	0.3%	-8.8%	-12.1%	1.3%	1.9%	?
CCOc1ccccc1N(C)C(=O)C1CCCN(c2ncnc3onc(-c4ccc(F)cc4)c23)C1 (stereo not drawn)	-5.3%	0.7%	?	-0.5%	0.0%	-0.2%	-1.5%
CCOc1ccccc1CNC(=O)C1CCN(S(=O)(=O)c2cccc3nonc23)CC1	3.7%	-2.7%	4.5%	12.4%	2.3%	2.0%	-17.0%
Cc1nn(-c2ccccc2)c2c1N(CC(=O)NCc1ccc(N(C)C)cc1)C(=O)CS2	-8.6%	0.5%	5.3%	-3.0%	-1.5%	-1.2%	-21.5%

Screening results: PubChem, National Center for Advancing Translational Sciences (NCATS)
